LDHA block – qHTS assay for inhibitors of human lactate dehydrogenase; L-lactate dehydrogenase A chain (Homo sapiens), P00338; purified LDHA, NADH/diaphorase-resazurin fluorescence; hits give low values; activity change, % (values are at about 110 or 230 µM); actives 0.15% (n = 480,000); AID 1347041, 2019; in the data active = activity change below about -30%; inconclusive = mostly about -25% to -30%;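 also: plate controls were DMSO wells for no effect and wells without enzyme for full effect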
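Human LDH5 (2 nM) was incubated with 0.06 mM NADH and 0.2 mM pyruvate for 5 min at room temperature in Tris pH 7.4. Remaining NADH was coupled through diaphorase/resazurin, and resorufin fluorescence was read at 0 and 20 min.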
ALOX12 inh – Primary qHTS assay for inhibitors of human arachidonate 12S-lipoxygenase (ALOX12): Round 2; Potency, µM (titrated, usually from 108 µM), without a hit: at the highest dose activity change, negative = inhibition, actives largely listed as inhibitors; Polyunsaturated fatty acid lipoxygenase ALOX12 (Homo sapiens), P18054; purified 12hLO, xylenol orange hydroperoxide absorbance; actives 1.1% (n = 580,000); also: potency is read from the fitted curve at half-maximal effect; % is scaled to controls: 0 for no effect and ±100 for the full control effect
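Purified human 12hLO at 150 nM in 25 mM Hepes, 0.01% Triton X-100, pH 7.0, preincubated 15 min at room temperature with compound. Reaction started with 40 uM arachidonic acid, 30 min at room temperature. Hydroperoxide measured by Fe-xylenol orange, 573/405 nm absorbance ratio.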
Anesthetic bind – qHTS Assay for Identification of Novel General Anesthetics; Ferritin light chain (Equus caballus), P02791; apoferritin/1-aminoanthracene competitive binding, fluorescence; Potency, µM (top dose mostly 77.5 µM), without a hit: at the highest dose activity change, negative = displacement, actives largely listed as inhibitors; actives 0.074% (n = 350,000); AID 485281, 2010; also: potency is read from the fitted curve at half-maximal effect; % is scaled to controls: 0 for no effect and ±100 for the full control effect; nearly all actives have a fitted effect of over 20% in size
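Apoferritin-based anesthetic binding model; compound displacement of fluorescent 1-AMA measured as endpoint fluorescence after 10 minutes at room temperature, scaled to free-ligand and complex controls.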
Pol beta inh – qHTS Assay for Inhibitors of DNA Polymerase Beta; Pol beta primer extension/strand displacement, fluorescence kinetic; Potency, µM (highest dose often 114 µM), without a hit: at the top dose activity change, negative = inhibition, hits mostly inhibitors; actives 1.3% (n = 340,000); AID 485314, 2010; also: potency is read from the fitted curve at half-maximal effect; % is scaled to controls: 0 for no effect and ±100 for the full control effect
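Reaction started by 50 nM substrate onto compound-treated Pol beta (10 nM, 15 min preincubation, room temperature); plates read at 0 min and 10 min. Normalized concentration-effect data fitted by four-parameter Hill equation.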
RGS4 inhibitor – Inhibitors of Regulator of G Protein Signaling (RGS) 4: qHTS; Regulator of G-protein signaling 4 (Homo sapiens), P49798; Transcreener GDP fluorescence polarization, RGS4-accelerated GTP hydrolysis; Potency, µM (titrated, usually from 114 µM), for inactives: top-dose activity change, negative = inhibition, actives largely listed as inhibitors; actives 0.039% (n = 390,000); AID 504845, 2011; also: potency is read from the fitted curve at half-maximal effect; % is scaled to controls: 0 for no effect and ±100 for the full control effect; nearly all actives have a fitted effect of over 75% in size; some results filed as inactive show a strong effect at the top dose
Target sequence (P49798 whole entry, looked up): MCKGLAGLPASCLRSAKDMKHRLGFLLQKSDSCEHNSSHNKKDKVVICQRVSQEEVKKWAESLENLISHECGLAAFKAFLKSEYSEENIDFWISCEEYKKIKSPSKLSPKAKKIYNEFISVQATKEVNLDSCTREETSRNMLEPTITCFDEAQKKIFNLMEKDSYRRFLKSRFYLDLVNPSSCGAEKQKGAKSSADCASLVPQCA
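MLSMR compounds (23 nl, pin-transferred) preincubated 10 min at room temperature with a 500nM (2x) first reagent, then RGS4 at 900nM (2x) plus Transcreener GDP mix added; fluorescence polarization (620/688 nm) read before and after 90 min at 30 °C.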
ERG-DNA inh – qHTS for Small Molecule Inhibitors of the ERG Ets/DNA interaction | Potency, µM (doses to about 76.9 µM), for the others: at the highest dose FP activity, negative = inhibition, most hits filed as inhibitors | fluorescence polarization, His-ERG Ets domain / labelled DNA | Transcriptional regulator ERG (Homo sapiens), P11308 | AID 624246, 2012 | actives 0.028% (n = 370,000); active = well fitted inhibition curve with a large enough effect in the polarisation, with a control signal flat; inconclusive = small, poorly fitted or top-dose-only effect, or effect the other way, or a change in a side signal; inactive = no such curve, though single readings can be large or run the other way; the % refers to the polarisation;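 also: polarization taken with two DNA probes labelled with fluorescein and Texas red; potency is read from the fitted curve at half-maximal effect; % of control where 0% means no effect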
Target sequence (P11308 whole entry, looked up, the tested form may be a part): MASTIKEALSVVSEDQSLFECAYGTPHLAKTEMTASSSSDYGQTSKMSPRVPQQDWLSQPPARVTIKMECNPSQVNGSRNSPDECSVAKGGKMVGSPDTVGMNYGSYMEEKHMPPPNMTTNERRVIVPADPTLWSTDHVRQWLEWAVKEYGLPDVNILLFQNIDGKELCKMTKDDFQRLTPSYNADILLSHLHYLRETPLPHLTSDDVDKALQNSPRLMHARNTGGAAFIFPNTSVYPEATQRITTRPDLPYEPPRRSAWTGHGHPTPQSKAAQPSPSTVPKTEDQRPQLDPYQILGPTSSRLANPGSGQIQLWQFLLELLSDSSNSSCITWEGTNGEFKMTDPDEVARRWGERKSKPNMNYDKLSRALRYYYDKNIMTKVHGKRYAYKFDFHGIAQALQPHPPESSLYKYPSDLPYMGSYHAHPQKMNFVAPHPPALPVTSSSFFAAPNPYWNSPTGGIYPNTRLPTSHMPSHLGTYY
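His-tagged ERG Ets domain (1 uM in the protein solution; 300mM KCl, 50mM Tris-HCl, 1mM EDTA, 1mM DTT, pH 7.5) received compound, then a probe mix of 5 nM fluorescein-DNA and 100nM Texas-615-DNA. Fluorescence polarization was read for both dyes.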
POLH inh – qHTS for Inhibitors of Polymerase Eta | DNA polymerase eta (Homo sapiens), Q9Y253 | recombinant Pol eta, fluorescent DNA replication assay | Potency, µM (doses to about 114 µM), for inactives: at the top dose activity change, negative = inhibition, actives largely listed as inhibitors | actives 1.2% (n = 390,000) | AID 588591, 2011; also: potency is read from the fitted curve at half-maximal effect; % is scaled to controls: 0 for no effect and ±100 for the full control effect
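Pol eta at 10 nM preincubated with compounds 15 min at room temperature; reaction started with fluorescent substrate (50 nM final) and read kinetically at 0 and 10 min.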
Pol kappa inh – qHTS for Inhibitors of Polymerase Kappa | purified Pol kappa, fluorescent DNA synthesis assay, 10 min | Potency, µM (series often up to 107 µM), without a hit: at the highest dose activity, negative = inhibition, hits mostly inhibitors | actives 0.53% (n = 400,000) | AID 588579, 2011; also: potency is read from the fitted curve at half-maximal effect; % is scaled to controls: 0 for no effect and ±100 for the full control effect
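10 nM Pol kappa preincubated 15 min at room temperature with compounds, then reaction started with substrate at 50 nM final. Fluorescence read kinetically at 0 and 10 min; buffer-only wells served as negative control.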
APE1 inh – qHTS Assay for Inhibitors of the Human Apurinic/apyrimidinic Endonuclease 1 (APE1); DNA repair nuclease/redox regulator APEX1 (Homo sapiens), P27695; recombinant APE1, TAMRA/BHQ-2 abasic DNA cleavage fluorescence; Potency, µM (series often up to 65.8 µM), without a hit: at the top dose activity change, negative = inhibition, usual class: inhibitors; actives 0.35% (n = 350,000); AID 2517, 2012;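 also: potency is read from the fitted curve at half-maximal effect; plate controls were vehicle for no effect and reference inhibitor for full effect; nearly all actives have a fitted effect of over 55% in size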
Target sequence (P27695 whole entry, looked up): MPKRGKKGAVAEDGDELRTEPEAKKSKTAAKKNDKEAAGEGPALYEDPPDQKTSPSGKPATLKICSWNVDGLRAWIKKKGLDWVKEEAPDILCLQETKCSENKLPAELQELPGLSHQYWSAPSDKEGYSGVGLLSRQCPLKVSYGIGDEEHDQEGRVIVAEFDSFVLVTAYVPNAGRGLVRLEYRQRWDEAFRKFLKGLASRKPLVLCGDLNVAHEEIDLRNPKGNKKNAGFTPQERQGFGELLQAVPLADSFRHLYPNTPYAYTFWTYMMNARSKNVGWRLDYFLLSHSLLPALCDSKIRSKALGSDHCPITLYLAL
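APE1 at 0.75 nM preincubated 15 min at room temperature with compound. Reaction then started with 50 nM double-stranded THF-abasic substrate labelled with TAMRA/BHQ-2, and 525/598 nm fluorescence read kinetically. Activity taken as third-minus-first read difference, normalized to DMSO and NSC13755 controls.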
* marks the source's active call; other numbers are inactive results; [ ] = another dose, or the depositor's remark. Unless noted, calls follow the shape of the dose curve; as a rule, active = well fitted curve in the direction sought with a large enough effect; inconclusive = small, poorly fitted or top-dose-only effect, or another doubt; inactive = no such curve, though single readings can be large; an effect the other way counts as inactive or inconclusive. A portion of the library; count on the stated rates, not on these rows.

For CCNC(=O)Cc1ccc(NC(=O)N2CCCCc3ccccc32)cc1 the results were LDHA block -4, ALOX12 inh -22%, Anesthetic bind -8%, Pol beta inh -19%, RGS4 inhibitor -6%, ERG-DNA inh 1%, POLH inh -22% and Pol kappa inh 0%.
For COc1ccc(CN=C(NS(=O)(=O)c2cccs2)SC)cc1 the results were LDHA block -5, ALOX12 inh -24%, Anesthetic bind -10%, Pol beta inh 4%, RGS4 inhibitor -4%, ERG-DNA inh -7%, POLH inh -20%, Pol kappa inh -8% and APE1 inh 4%.
`O=C(Cc1ccccc1[N+](=O)[O-])NCc1ccc(Cl)cc1` gave LDHA block 3, ALOX12 inh 15%, Anesthetic bind -11%, Pol beta inh 0%, RGS4 inhibitor -22%, ERG-DNA inh 0%, POLH inh 9%, Pol kappa inh -3% and APE1 inh -3%.
`Cc1ccc(-c2nc(C3CCCN(S(=O)(=O)c4ccc(C)cc4)C3)no2)cc1` (centres undefined) gave LDHA block -2, ALOX12 inh 24%[57.4 µM], Anesthetic bind 87%[activator], Pol beta inh inconclusive, RGS4 inhibitor -11%, ERG-DNA inh -5%, POLH inh -22%, Pol kappa inh 1% and APE1 inh -1%.
Screening Cc1ccccc1N1CCN(Cc2c[nH]c3ccccc23)CC1 returned LDHA block -5, ALOX12 inh inconclusive, Anesthetic bind -23%, Pol beta inh 2%, RGS4 inhibitor -27%, ERG-DNA inh 4%, POLH inh -12%, Pol kappa inh -27% and APE1 inh 1%.
CC(=O)Nc1ccc(S(=O)(=O)N[C@@H](C)C(=O)NC2CCCc3ccccc32)cc1 (some centres undefined) was read as LDHA block -4, ALOX12 inh inconclusive, RGS4 inhibitor -3%, ERG-DNA inh 6%, POLH inh -8%, Pol kappa inh -3% and APE1 inh 30%.
For CN1CCN(c2ccc(NC(=O)c3ccc(C(F)(F)F)cc3)cn2)CC1 the results were LDHA block -8, ALOX12 inh 0%, Anesthetic bind -10%, Pol beta inh 2%, RGS4 inhibitor -2%, ERG-DNA inh 11%, POLH inh -12%, Pol kappa inh -1% and APE1 inh 0%.
Cc1ccc(CNC(=O)C(OC(=O)c2cccs2)C(C)C)cc1 (centres undefined) was read as LDHA block -15, ALOX12 inh 1%, Anesthetic bind -17%, Pol beta inh 35%, RGS4 inhibitor 9%, ERG-DNA inh 3%, POLH inh 4%, Pol kappa inh -8% and APE1 inh 9%.
CCc1ccc(NC(=O)N(CCOC)C2CCN(C(C)=O)CC2)cc1 was read as LDHA block -7, ALOX12 inh 15%, Anesthetic bind -9%, Pol beta inh 1%, RGS4 inhibitor 34%, ERG-DNA inh -7%, POLH inh -9%, Pol kappa inh -9% and APE1 inh -4%.
COc1ccc(NC(=O)CSc2nnc(CNC(=O)c3ccco3)n2-c2ccccc2OC)cc1 was read as LDHA block -3, ALOX12 inh 0%, Anesthetic bind -12%, Pol beta inh 11%, RGS4 inhibitor -9%, ERG-DNA inh -21%, POLH inh -4%, Pol kappa inh 3% and APE1 inh 4%.
`Brc1ccc(CSc2nccn2-c2ccccc2)cc1` gave LDHA block -2, ALOX12 inh -6%, Anesthetic bind -16%, Pol beta inh 18%, RGS4 inhibitor 13%, ERG-DNA inh 3%, POLH inh -15%, Pol kappa inh -20% and APE1 inh -4%.
Screening Cc1ccc(NC(=O)CN2CCN(Cc3ccccc3)CC2)cc1Cl returned LDHA block 0, ALOX12 inh 0%, RGS4 inhibitor -5%, ERG-DNA inh -3%, POLH inh -20% and Pol kappa inh -2%.
`CCOC(=O)C1=C(c2ccccc2)N=c2s/c(=C\c3ccc(O)cc3)c(=O)n2C1c1cccs1` (centres undefined) gave LDHA block -3, ALOX12 inh -8%[57.4 µM], Anesthetic bind -11%, Pol beta inh inconclusive, RGS4 inhibitor -11%, ERG-DNA inh inconclusive, POLH inh -12%, Pol kappa inh -29% and APE1 inh 0%.
For O=C(CN1CCCC(O)C1)N1c2ccccc2Sc2ccc(C(F)(F)F)cc21 (centres undefined) the results were LDHA block 2, ALOX12 inh 129%, Anesthetic bind -10%, Pol beta inh -7%, RGS4 inhibitor 32%, ERG-DNA inh 2%, POLH inh -12%, Pol kappa inh 1% and APE1 inh -17%.
For COC1=C(N)C(=O)c2nc(C)ccc2C1=O the results were LDHA block 29, ALOX12 inh inconclusive, RGS4 inhibitor -52%, ERG-DNA inh 0%, POLH inh 8.9µM* and Pol kappa inh inconclusive.
`Cc1ccnc(NC(=O)Nc2cccc(F)c2)c1` gave LDHA block 0, ALOX12 inh 0%, Anesthetic bind -5%, Pol beta inh 17%, RGS4 inhibitor -13%, ERG-DNA inh 4%, POLH inh 7%, Pol kappa inh 0% and APE1 inh -3%.
O=C(O)C1(c2ccccc2)CCN(S(=O)(=O)c2ccc(Cl)s2)CC1 was read as LDHA block -1, ALOX12 inh -53%, Anesthetic bind -3%, Pol beta inh 10%, RGS4 inhibitor 3%, ERG-DNA inh 5%, POLH inh 0%, Pol kappa inh 3% and APE1 inh -3%.
For CCC(C)(C(=O)NC1CCCC1)N(C(C)=O)c1ccc(C)cc1 (centres undefined) the results were LDHA block -14, ALOX12 inh 0%, Anesthetic bind -13%, Pol beta inh 29%, RGS4 inhibitor 45%, ERG-DNA inh 5%, POLH inh 0%, Pol kappa inh -15% and APE1 inh 1%.
Screening CCOC(=O)C1=C(CS(=O)(=O)c2ccccc2)NC(=O)NC1c1ccccc1OCC (centres undefined) returned LDHA block -7, ALOX12 inh 1%[57.4 µM], Anesthetic bind -12%, Pol beta inh 4%, RGS4 inhibitor -9%, ERG-DNA inh 2%, POLH inh -1%, Pol kappa inh -24% and APE1 inh -1%.
`O=S(=O)(NCCCN1CCOCC1)c1ccc(Cl)cc1` gave LDHA block -1, ALOX12 inh -13%, Anesthetic bind 4%, Pol beta inh 4%, RGS4 inhibitor 0%, ERG-DNA inh 11%, POLH inh -17%, Pol kappa inh -7% and APE1 inh 54%[activator].
`Nc1c(C(=O)NCc2ccco2)nnn1Cc1ccccc1` gave LDHA block -7, ALOX12 inh 0%, Anesthetic bind -21%, Pol beta inh 2%, RGS4 inhibitor 8%, ERG-DNA inh -5%, POLH inh -9%, Pol kappa inh -10% and APE1 inh -4%.
Screening CCN(CC)c1ccc(NC(=O)COc2ccc(-n3cnnn3)cc2)cc1 returned LDHA block 10, ALOX12 inh inconclusive, RGS4 inhibitor 2%, ERG-DNA inh -8%, POLH inh -7%, Pol kappa inh -12% and APE1 inh -9%.
Screening CCOC(=O)N1CCC2(CC1)C(C#N)=C(N)OC1=C2C(=O)CC(C)(C)C1 returned LDHA block -6, ALOX12 inh -24%, Anesthetic bind -5%, Pol beta inh 8%, RGS4 inhibitor 14%, ERG-DNA inh 16%, POLH inh 1%, Pol kappa inh 5% and APE1 inh 0%.
Screening COCCn1c(SCC(=O)Nc2cccc(C)c2C)nc2c(oc3ccccc32)c1=O returned LDHA block -2, ALOX12 inh -17%, Anesthetic bind -9%, Pol beta inh 14%, RGS4 inhibitor -9%, ERG-DNA inh -2%, POLH inh -13% and Pol kappa inh 5%.
For Cc1ccc(CNC(=O)C2CC(=O)OC23CCCC3)c(C)c1 (centres undefined) the results were LDHA block 2, ALOX12 inh 0%, Anesthetic bind -4%, Pol beta inh inconclusive, RGS4 inhibitor 11%, ERG-DNA inh -2%, POLH inh 5%, Pol kappa inh inconclusive and APE1 inh -8%.
`CCC(C)(C)n1nnnc1C(c1ccc(C)cc1)N1CCSCC1` (centres undefined) gave LDHA block -1, ALOX12 inh 161%[activator], Anesthetic bind -15%, Pol beta inh 4%, RGS4 inhibitor 9%, ERG-DNA inh 4%, POLH inh -1%, Pol kappa inh 2% and APE1 inh -5%.
Cn1c(COc2nnc(-c3ccc(Cl)cc3)c3ccccc23)nc2ccccc21 was read as LDHA block -5, ALOX12 inh 2%, Anesthetic bind -5%, Pol beta inh 2%, RGS4 inhibitor 2%, POLH inh -8%, Pol kappa inh -1% and APE1 inh -2%.
Screening CCN(CC)CCCNC(=S)N1CCN(c2nc3ccccc3n2CC)CC1 returned LDHA block -2, ALOX12 inh 17%, Anesthetic bind -7%, Pol beta inh 2%, RGS4 inhibitor -28%, ERG-DNA inh 0%, POLH inh -10%, Pol kappa inh 4% and APE1 inh 5%.

Screens: PubChem, National Center for Advancing Translational Sciences (NCATS)
